Bioassay records (PubChem BioAssay)
T cell HTS: T cell immune modulation candidate. 2C CD8+ T cell-vesicle binding, flow cytometry; hits give low values. calls only at 7 µM. 0.068% of 330,000 active. AID 2052;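 active = response, share of CD8 T cells binding vesicles, and their 90th percentile fluorescence all below set limits, cut at about 80% in these data, passing the limit was not always enough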
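Read-out – percent CD8+ FL2 mean versus row control · System – murine 2C transgenic CD8+ T lymphocytes · Times – 1.5 h cell–vesicle binding at 37 °C, then 20 min icy labelling · Control set – naked vesicles low, QL9 vesicles with vehicle high · Detection – cytometric PE anti-B7-1 and Alexa647 anti-CD8 signals after 1% paraformaldehyde fixation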
Salmonella PhoP GFP: inhibitors of PhoP regulon expression, primary screen, Salmonella Typhimurium, GFP reporter (AID 1863); S. Typhimurium PhoP-regulated promoter GFP reporter, 4 h; higher % means a stronger effect; inhibition, % at 50 µM; hits with a dose series show IC50 in µM; 0.16% of 300,000 active;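 active = inhibition over 29.93%, a cutoff 3 SD above the screen mean, later confirmed by dose response; inconclusive = inhibition over 29.93% but no dose response follow-up; inactive = inhibition at most 29.93% or unconfirmed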;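 note: 0% = low Mg2+ inducing control and 100% = high Mg2+ repressing control; strong numbers were not always called active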
Large T inhibition: SV40 large T antigen inhibitors, biochemical (AID 1903). inhibition, % at 20 µM; hits with a dose series show IC50 in µM. 0.39% of 310,000 active. SV40 large T antigen ATPase/helicase inhibition assay; higher % means a stronger effect; in the data active = a potency from the dose series; inconclusive = inhibition mostly from about 32% at the one dose, without a potency; inactive = the rest, 99 in 100 with inhibition below about 32%; note: strong numbers were not always called active
K1F lysis inhibition: inhibition of K1F phage lysis, E. coli UTI89, bacterial capsule biogenesis inhibitors, alamar blue (AID 488966). E. coli UTI89 K1F phage lysis, alamar blue, 2 h; higher % means a stronger effect. inhibition, % at 100 µM; hits with a dose series show IC50 in µM. 0.02% of 340,000 active;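 active = phage lysis inhibition, versus mean bacterial control, above a set limit; inconclusive = no clear call, values can overlap the other calls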;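 note: capsule biogenesis inhibitors block K1F phage lysis so surviving cells raise fluorescence; higher fluorescence means more inhibition of phage lysis; actives were called in the ten point dose series up to 300 µM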
Rac1 GTP hydrolysis: MgcRacGAP GTPase-activating activity inhibitors, confirmation, biochemical, ADP Hunter fluorescence; MgcRacGAP-stimulated Rac1 GTP hydrolysis, ADP Hunter fluorescence; higher % means a stronger effect; GST-tagged Rac1 F28L mutant substrate; one-dose inhibition, % at 30 µM; IC50 in µM for titrated hits; 0.6% of 340,000 active; AID 624330;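 active = first-screen hits whose inhibition reached a set limit at any dose in the follow-up dose series; inconclusive = inhibition above the set first-screen limit but never retested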;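 note: fluorescence reports GDP produced by GAP-driven GTP hydrolysis; strong numbers were not always called active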
RSV antiviral HEp-2: inhibition of RSV-induced cytopathic effect – HEp-2 cells, primary 10 µM value included (AID 2391). 0.13% of 310,000 active. CPE inhibition, % at 10 µM; hits with a dose series show IC50 in µM. HEp-2 cells, RSV-induced CPE inhibition; higher % means a stronger effect; in the data active = a potency from the dose series; inconclusive = CPE inhibition mostly from about 23% at the one dose, without a potency; inactive = the rest, 99 in 100 with CPE inhibition below about 21%; note: strong numbers were not always called active
Myeloid diff MLP: compounds promoting myeloid differentiation; ER-HoxA9 myeloid progenitors, lysozyme-GFP differentiation, flow cytometry; calls only at 10 µM; 1% of 360,000 active; AID 624256;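 active = normalized GFP-positive differentiation at or above the plate's own cutoff, the solvent-only control mean plus 3 SD; inconclusive = no clear call, values can overlap the other calls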;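 note: cells exposed to compound for four days before flow analysis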
TNAP activators: stimulation of alkaline phosphatase TNAP activity – biochemical, luminescent, no phosphate acceptor, uHTS, primary screen (AID 1001); 0.03% of 200,000 active; purified TNAP, luminescent activation assay, no phosphate acceptor; higher activation fold means a stronger effect; activation fold at 20 µM, or EC50 in µM where a hit was titrated; in the data active = activation fold from about 3, or a potency from the dose series; inactive = the rest, 99 in 100 with activation fold below about 1.6; note: many of its hits are not listed in these tables
NTR1 ag: NTR1-driven beta-arrestin-GFP spot formation – imaging, U2OS cells, high content, primary screen (AID 493036) | P30989 | agonist mode | activation, % at 20 µM | 0.17% of 330,000 active;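 active = activation at or above 40% of the spot to cytoplasm intensity ratio, with at least 20 cells analyzed; inconclusive = wells under 20 cells, flagged as cytotoxic or low count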;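 note: 0% = DMSO without peptide and 100% = 100 nM NTR1 peptide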
Target sequence (P30989 whole entry, looked up): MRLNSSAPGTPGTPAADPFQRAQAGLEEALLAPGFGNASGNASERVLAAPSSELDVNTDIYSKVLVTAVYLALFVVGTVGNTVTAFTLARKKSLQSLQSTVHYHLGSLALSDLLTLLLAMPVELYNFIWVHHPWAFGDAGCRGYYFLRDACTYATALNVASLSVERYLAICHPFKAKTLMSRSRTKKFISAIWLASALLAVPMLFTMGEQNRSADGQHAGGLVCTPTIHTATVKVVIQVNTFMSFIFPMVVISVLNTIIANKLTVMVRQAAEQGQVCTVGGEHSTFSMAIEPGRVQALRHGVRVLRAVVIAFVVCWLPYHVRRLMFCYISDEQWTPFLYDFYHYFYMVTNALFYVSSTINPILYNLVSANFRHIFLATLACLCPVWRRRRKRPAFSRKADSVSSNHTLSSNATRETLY
T cell HTS vesicle-bound %: further read-out of T cell HTS, marked with its call; double positive events, %; measured here: CD8+ vesicle-bound cell fraction;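 binding gate set so that unloaded-vesicle control wells show 10% double positive cells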
NTR1 ag cell count 20 µM: further read-out of NTR1 ag, marked with its call; cell count; measured here: cell count, cytotoxicity flag
Myeloid diff MLP GFP+ MAC1+ %: recorded beside Myeloid diff MLP, whose call it bears; GFP+ MAC1+ double positive, %; measured here: differentiation confirmed by MAC1 staining
Starred values were filed as active, the others as inactive; i = inactive; ? = inconclusive; / = not tested or not shown; [ ] = another dose, or the depositor's remark.

item	SMILES	T cell HTS	T cell HTS vesicle-bound %	Salmonella PhoP GFP	Large T inhibition	K1F lysis inhibition	Rac1 GTP hydrolysis	RSV antiviral HEp-2	Myeloid diff MLP	Myeloid diff MLP GFP+ MAC1+ %	TNAP activators	NTR1 ag	NTR1 ag cell count 20 µM
1	CCN1CCc2c(sc(NC(=O)c3ccc(S(=O)(=O)N4CCCCCC4)cc3)c2C(=O)NC)C1	i	18.5	-5.6%	12.6%	0.9%[50 µM]	6.1%	-0.3%	i	2.1	/	0.9	67
2	O=C(COC(=O)c1cc(Cl)cc(Cl)c1)NCc1ccco1	i	47.6	/	/	0.7%[50 µM]	4.3%	/	i	0.9	/	0.8	59
3	Nc1ccc(C23CC4CC(CC(C4)C2)C3)cc1	i	36.4	-2.1%	9.4%	0.7%	4.0%	-0.8%	i	0.5	1.1	15.7	47
4	CC(=O)N/N=C(\C)CC(=O)NC(C)(C)C	i	56.7	-3.0%	-1.1%	-0.1%	3.8%	1.0%	i	0.2	1.1	-0.7	39
5	Cc1cc(C)c(C(N)=O)c(SCC(=O)c2ccc(Cl)cc2)n1	i	24.7	1.7%	10.3%	0.3%	4.0%	-2.3%	i	8.4	1	1.2	52
6	COc1ccccc1-c1coc2c(CN(C)C)c(O)ccc2c1=O	i	55.3	0.3%	18.8%	0.4%	11.0%	1.1%	i	1.4	/	0.3	71
7	Cn1c(N)c(C(=O)CSc2nc(C3CC3)n(-c3ccccc3)n2)c(=O)[nH]c1=O	i	53.4	/	/	0.8%[50 µM]	2.4%	0.6%	i	0.3	/	3.8	62
8	O=C(CCCC(=O)NCCc1ccccc1)NCCc1ccccc1	i	35.6	5.7%	3.2%	3.4%	6.4%	0.8%	i	0.5	1.1	1.7	35
9	Cc1c[n+](CC(=O)c2ccccc2)cs1	i	64.5	5.2%	7.1%	0.2%	-4.3%	2.2%	i	0.6	/	-0.7	69
10	COc1ccc(/C=C2\SC(=S)N(c3cccnc3)C2=O)cc1	i	35.6	/	19.9%	0.3%	15.3%	-2.2%	i	0.3	/	-0.3	61
11	Oc1[nH]c2ccccc2c1N=Nc1nncc2ccccc12	i	40.2	-11.4%	10.7%	0.0%	13.3%	0.6%	i	0.6	/	1.0	71
12	C=CCC(NCc1ccccc1)c1ccc(OC)cc1 (stereo not given)	i	43.9	-1.6%	2.3%	0.2%	6.8%	-0.4%	i	0.5	/	1.3	51
13	CN(C(=O)c1ccccc1)c1nc2ccccc2s1	i	60.6	2.7%	-2.0%	0.5%	7.5%	6.5%	i	1.0	1	1.3	51
14	CN1CCN(C(=O)/C=C/c2ccc(Cl)cc2)CC1	i	44.3	2.4%	4.4%	1.7%	9.2%	-1.5%	i	0.3	1.1	1.6	52
15	COc1cc(NS(=O)(=O)c2ccc(N/C=C(\C#N)c3nc4ccccc4o3)cc2)nc(OC)n1	i	46.2	-1.9%	2.4%	-1.1%	16.1%	-0.3%	i	0.8	1.1	1.4	38
16	COc1ccc(NC2CCCN(C(=O)c3cc(C)nc4cc(F)ccc34)C2)cc1 (stereo not given)	i	51.7	3.8%	29.6%	0.0%	120µM*	1.3%	i	1.4	/	-1.5	65
17	CCOc1ccc(C(=O)Nc2ccc(NC(=S)NC(=O)CC)cc2)cc1Cl	i	47.8	-4.1%	11.8%	3.2%	4.7%	1.8%	i	0.8	1.1	4.9	62
18	O=C(Nc1ccccc1)N1CCN(Cc2ccccc2)CC1	i	16.4	0.2%	2.2%	0.5%	18.6%	1.9%	i	0.4	1.2	-0.8	57
19	Cc1ccc(C2NS(=O)(=O)N=C2N)cc1 (stereo not given)	i	20.8	0.2%	5.4%	-0.8%	5.9%	-0.6%	i	0.7	1.1	-2.0	80
20	O=S(=O)(O)c1ccc(N=Nc2ccccc2)cc1	i	54.4	-5.9%	12.8%	0.2%	4.5%	2.3%	i	0.5	/	-0.5	86
21	COc1ccc(/C=C/C(=O)NC(=S)Nc2ccc(C(=O)O)cc2)cc1	i	47.9	-11.5%	4.4%	-0.5%[50 µM]	7.0%	1.3%	i	0.5	1	/	/
22	Cc1ccc2nc(SCC(=O)Nc3nonc3N)[nH]c2c1	i	44.6	3.8%	2.1%	0.5%	2.5%	1.3%	i	0.2	1	-0.4	42
23	O=[N+]([O-])c1ccccc1Oc1ccc(C(F)(F)F)cn1	i	55.7	7.2%	1.1%	0.0%	10.0%	1.7%	i	0.6	1.1	-1.3	88
24	COc1cccc(/C=C2/NC(=O)N(CC(=O)Nc3ccc(C)cc3)C2=O)c1OCc1cccc(C(=O)O)c1	i	14.7	1.1%	12.5%	0.5%	-2.2%	3.2%	i	2.7	/	-0.6	40
25	COCc1c(C(=O)NC(C)c2ccc(S(N)(=O)=O)cc2)oc2ccccc12 (stereo not given)	i	23.3	-3.5%	8.3%	0.3%	5.3%	1.9%	i	0.5	/	0.0	44
26	CCCCn1c(N)c(N(CCC(C)C)C(=O)c2cccc(N3C(=O)c4ccccc4C3=O)c2)c(=O)[nH]c1=O	i	29.5	3.4%	6.5%	-1.2%	6.6%	2.2%	i	0.4	/	/	/
27	Cn1c(N)c(Br)c(-c2ccc(F)cc2)c(C#N)c1=O	i	65.1	3.8%	4.4%	-0.2%	5.8%	3.8%	i	0.4	1.1	2.2	60
28	CC1CCN(CC(O)COCCOc2ccc(Br)cc2)CC1 (stereo not given)	i	41.9	-0.1%	-3.6%	9.3%	5.7%	-0.1%	?	/	1	-0.5	39
29	CC(C)(C)OC(=O)NCc1ccc(CNC(=O)c2nc[nH]c2C(=O)NCc2ccccc2)cc1	i	40.4	/	/	-0.3%	2.0%	0.3%	i	0.9	/	9.1	45
30	COc1ccc(-n2ncc3c(NC(C)C)ncnc32)cc1	i	44.5	19.2%	1.0%	1.1%	11.7%	8.6%	i	0.3	1.1	2.3	38
31	O=C(Nc1nccs1)c1cccc(S(=O)(=O)N2CCCCC2)c1	i	8.4	28.7%	-2.5%	-2.0%	7.7%	-0.2%	i	7.6	1	-1.0	52
32	O=C(N/N=C/c1ccccc1C(=O)O)c1ccncc1	i	50.7	5.3%	5.2%	0.6%	8.5%	2.2%	i	0.7	/	-0.5	38
33	CC(C)(C)OC(=O)N1CCC(NC(=O)c2[nH]cnc2C(=O)Nc2cccc(Cl)c2)CC1	i	29.3	/	/	1.4%	9.5%	-1.1%	i	0.5	/	0.1	75
34	COc1ccc(OC)c(NC(=O)CCN2CC(C)CC(C)C2)c1 (stereo not given)	i	13.2	-4.8%	6.2%	-0.5%	8.9%	0.0%	i	0.6	/	1.0	56
35	Cc1cc(C(=O)OCC(=O)Nc2nccs2)c2ccccc2n1	i	31.2	-10.1%	22.8%	-0.1%	1.3%	0.6%	i	0.2	/	-1.4	50
36	CCSCCOC(=O)C1=C(C)N(C)C(=O)NC1c1cc(OC)ccc1OC (stereo not given)	i	53.1	-4.2%	15.8%	4.9%	1.6%	0.9%	i	0.5	1.1	-0.8	44
37	CCCC[n+]1c2ccccc2cc2ccccc21	i	0.7	20.6%	42.5µM*	0.5%	?	2.5%	i	1.3	/	5.3	82
38	O=C(CNS(=O)(=O)c1ccccc1)N/N=C/c1ccncc1	i	35.0	/	/	0.5%[50 µM]	4.8%	1.2%	i	1.0	/	-0.6	95
39	Cc1cccc(C(=O)NCC(=O)N2CCOCC2)c1	i	27.0	-1.1%	15.4%	1.4%[50 µM]	7.1%	2.0%	i	0.8	/	0.7	52
40	CSCCC(NC(=O)c1ccco1)C(=O)N(C)CC(=O)Nc1c(Cl)cccc1Cl (stereo not given)	i	58.4	-0.1%	5.8%	1.3%[50 µM]	13.0%	-1.6%	i	0.4	/	-1.2	56
41	COc1ccc(C(=O)Nc2cccc(S(=O)(=O)N3CCCC3)c2)cc1S(=O)(=O)N1CCOCC1	i	31.6	/	/	-1.4%	-0.4%	/	i	0.6	/	-0.9	52
42	CN1CCN(c2ccc([N+](=O)[O-])cc2NC(=O)c2ccco2)CC1	i	20.8	-3.7%	13.9%	-0.4%[50 µM]	6.1%	0.2%	i	6.0	/	0.4	54
43	O=C(O)CCN1CC2([N+](=O)[O-])C=CC(=O)C([N+](=O)[O-])(C1)C2CC(=O)c1ccccc1 (stereo not given)	i	28.6	-13.6%	12.4%	-3.6%	12.0%	1.6%	i	0.6	0.8	1.1	55
44	Cc1ccc(-c2cn3c(n2)CCCC3)cc1	i	55.0	14.0%	14.7%	-0.1%	3.4%	3.0%	i	2.0	1	3.8	83
45	O=C(Nc1cccc(S(=O)(=O)NC2=NCCC2)c1)c1cc(F)c(F)c(F)c1F	/	/	/	/	1.1%[50 µM]	3.5%	/	i	0.5	/	-0.4	51
46	Brc1ccc2nc3c(n2c1)CCCC3	i	52.6	54.0%	14.7%	-3.7%	5.0%	0.9%	i	0.4	1.1	1.7	60
47	O=C(NCCOC(=O)c1ccncc1)c1ccccc1	i	34.9	2.7%	18.1%	-0.8%	-4.0%	-0.5%	i	1.1	1.1	0.1	63
48	COc1ccc(NC(=O)CN(C)Cc2cccs2)cc1Cl	i	13.4	4.4%	-4.2%	0.0%	-0.1%	1.1%	?	/	/	1.0	51
49	CCc1nc(SCC(=O)N2CCOCC2)c2c(=O)n(C)c(=O)n(C)c2n1	i	26.2	4.8%	4.6%	0.6%	-0.3%	0.1%	i	2.5	1.1	1.2	58
50	Cc1ccc(S(=O)(=O)N2CCc3ccccc3C2)cc1C	i	36.9	16.1%	-0.2%	-0.3%[50 µM]	5.3%	1.5%	i	1.2	/	5.4	94
51	COC(=O)c1sc(-c2ccc(C(C)(C)C)cc2)cc1NC(=O)/C=C/C(=O)O	i	42.1	-0.1%	16.4%	-2.6%	3.1%	-3.5%	i	0.3	/	5.9	61
52	COc1ccc(CCNC(=O)CS(=O)(=O)c2cn(CC(=O)N3CCOCC3)c3ccccc23)cc1OC	i	13.5	-5.7%	12.6%	0.0%	5.7%	-0.3%	i	0.4	1	-1.7	47
53	CC1=CCC2C(=O)N(c3ccc(C(=O)N4CCCCCC4)cc3)C(=O)C2C1 (stereo not given)	i	51.9	12.3%	12.0%	1.2%	4.0%	0.1%	i	0.8	1	-0.9	44
